TrxR1 inh: rat TrxR1 inhibition; O89049; recombinant rTrxR1, NADPH fluorescence consumption, selenite substrate; Potency, µM (series often up to 114 µM), for inactives: at the top dose activity change, negative = inhibition, hits mostly inhibitors; 1% of 390,000 active; AID 588453; also: potency is read from the fitted curve at half-maximal effect; % is scaled to controls: 0 for no effect and ±100 for the full control effect; nearly all actives have a fitted effect of over 65% in size
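Rat TrxR1 (90 nM in the dispensed reagent) was pre-reduced with 400 uM NADPH for 5 min at room temperature, then incubated with compound for 15 min. After 400 uM selenite was added, NADPH fluorescence (Ex 340/Em 450 nm) was followed for 8 min.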
mIDH1 inhibitor: blocks human mutant IDH1 R132H enzyme. O75874. IDH1-R132H enzyme, NADPH consumption, diaphorase/resazurin fluorescence. Potency, µM (highest dose often 76.6 µM), without a hit: at the highest dose activity change, negative = inhibition, most hits filed as inhibitors. 0.093% of 390,000 active. AID 602179; also: potency is read from the fitted curve at half-maximal effect; % is scaled to controls: 0 for no effect and ±100 for the full control effect; nearly all actives have a fitted effect of over 65% in size
Target sequence (O75874 whole entry R132H, stated change not applied): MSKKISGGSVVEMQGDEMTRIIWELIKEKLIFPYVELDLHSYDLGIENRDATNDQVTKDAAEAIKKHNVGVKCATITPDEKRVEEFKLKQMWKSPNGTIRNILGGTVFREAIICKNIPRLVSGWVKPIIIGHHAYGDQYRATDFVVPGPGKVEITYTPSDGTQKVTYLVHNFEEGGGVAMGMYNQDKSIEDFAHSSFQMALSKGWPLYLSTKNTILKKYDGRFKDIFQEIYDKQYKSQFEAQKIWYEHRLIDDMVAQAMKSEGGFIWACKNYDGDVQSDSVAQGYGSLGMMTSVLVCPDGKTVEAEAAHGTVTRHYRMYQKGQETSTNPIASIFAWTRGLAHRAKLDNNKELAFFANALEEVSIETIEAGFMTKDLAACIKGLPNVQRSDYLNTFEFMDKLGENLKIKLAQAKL
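IDH1-R132H (0.5 ug/mL) preincubated 30 min with compound, then NADPH (0.016 mM) and alpha-KG (2 mM) added; 80 min at RT, pH 7.5. Remaining NADPH coupled via diaphorase/resazurin to fluorescence (540/590 nm); concentration-response curves normalized to no-enzyme control.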
Pin1 inh: blocks the human prolyl isomerase Pin1; Pin1 FP peptide displacement, HiFluor488, 10 min; Potency, µM (highest dose often 115 µM), without a hit: top-dose activity, negative = inhibition, usual class: inhibitors; 0.009% of 390,000 active; AID 504891; active = well fitted inhibition curve with a large enough effect in the polarisation, with a control signal flat, not every such curve was filed as active; inconclusive = small, poorly fitted or top-dose-only effect, or effect the other way, or a change in a side signal; inactive = no such curve, though single readings can be large or run the other way; the % refers to the polarisation; also: potency is read from the fitted curve at half-maximal effect; % is scaled to controls: 0 for no effect and ±100 for the full control effect
Target sequence (Q13526 whole entry, looked up): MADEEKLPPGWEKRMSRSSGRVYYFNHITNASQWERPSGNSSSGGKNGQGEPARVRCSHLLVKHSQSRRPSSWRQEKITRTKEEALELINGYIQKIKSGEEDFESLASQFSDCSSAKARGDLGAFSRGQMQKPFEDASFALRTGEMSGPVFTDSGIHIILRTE
D2 agonist: activates the human D2 dopamine receptor; 0.53% of 340,000 active; activation, % at 2 µM; AID 485358; HEK293 T-REx D2 cells, calcium flux agonist mode; P14416;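 active = activation over 3 SD above normal in the single-dose calcium agonist read, cut at about 30% in these data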; also: 0% is about no effect
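Agonism scored from kinetic calcium signal (1 read/sec, 180 s) following compound pin transfer, after a 10 s baseline. Cells: HEK293 Trex line expressing inducible D2 receptor coupled to calcium, dye-loaded after overnight culture at 30 C.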
TrxR1 substrate: is turned over as a substrate by rat TrxR1. purified TrxR1 substrate turnover, NADPH consumption readout. Potency, µM (top dose mostly 114 µM), inactives show top-dose activity change, negative = substrate turnover. AID 588456. O89049. 0.01% of 390,000 active; also: potency is read from the fitted curve at half-maximal effect; % is scaled to controls: 0 for no effect and ±100 for the full control effect; nearly all actives have a fitted effect of over 50% in size
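Rat TrxR1, dispensed at 90 nM, was prereduced with 400 uM NADPH (final) for 5 min at ~22 deg C, then incubated with compound 15 min before 400 uM selenite. A first-read NADPH fluorescence drop versus no-compound background flagged substrates.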
D2 antagonist: antagonizes the human D2 dopamine receptor. P14416. HEK293 TREx D2 cells, calcium flux, dopamine EC80. inhibition, % at 10 µM. 2% of 340,000 active. AID 485344; in the data active = inhibition above about 30%; also: 0% is about no effect
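Tetracycline-induced HEK293 TREx cells expressing D2 receptor forced-coupled to calcium signalling, loaded with no-wash calcium dye. Compounds added and calcium flux read 180 s, then dopamine added at EC80 and read a further 180 s.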
TRHR enhancer: TRH receptor (human) allosteric enhancement. enhancement, % at 2 µM. P34981. TRHR cells, fluo-8 calcium fluorescence, EC20 TRH enhancement. 0.66% of 360,000 active. AID 493056; in the data active = enhancement above about 30%; also: 0% is about no effect
Target sequence (P34981 whole entry, looked up): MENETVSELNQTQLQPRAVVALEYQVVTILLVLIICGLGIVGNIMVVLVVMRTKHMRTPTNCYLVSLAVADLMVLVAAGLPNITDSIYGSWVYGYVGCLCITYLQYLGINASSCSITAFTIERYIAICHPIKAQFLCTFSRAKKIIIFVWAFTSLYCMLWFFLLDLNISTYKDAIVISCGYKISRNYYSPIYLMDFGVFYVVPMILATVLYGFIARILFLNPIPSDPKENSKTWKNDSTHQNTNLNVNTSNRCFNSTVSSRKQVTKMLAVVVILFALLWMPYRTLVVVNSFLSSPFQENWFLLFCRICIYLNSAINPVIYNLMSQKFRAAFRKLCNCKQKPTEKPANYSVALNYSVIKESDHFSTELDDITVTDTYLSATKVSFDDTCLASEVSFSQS
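Enhancer read-out: after compound pinning and an initial kinetic agonist-mode read, an EC20 of TRH (10 nM final) was injected and fluo-8 calcium signal (Ex 480/Em 530) followed at 1 s/cycle for 100 cycles in TRHR-expressing cells.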
TRHR ag: TRH receptor (human) agonism | 0.18% of 360,000 active | activation, % at 2 µM | TRHR cells, calcium flux fluo-8, FDSS agonist mode | AID 493084; in the data active = activation above about 30%; also: 0% is about no effect
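Agonist-mode FDSS calcium read (Ex 480/Em 530, 1 s cycles) in 1536-well TRHR cells with fluo-8 dye, after 10-cycle baseline and 23 nL compound addition; TRH at EC20 (10 nM final) added afterwards for the enhancer phase.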
USP1 inh: USP1/UAF1 (human) deubiquitinase inhibition. 0.23% of 390,000 active. recombinant USP1/UAF1, Ub-Rhodamine cleavage fluorescence. O94782. Potency, µM (series often up to 57.1 µM), for inactives: at the top dose activity change, negative = inhibition, most hits filed as inhibitors; also: potency is read from the fitted curve at half-maximal effect; % is scaled to controls: 0 for no effect and ±100 for the full control effect; nearly all actives have a fitted effect of over 60% in size; inactives centre near -12
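In this screen, compounds sit with the deubiquitinase complex (1nM) for 15 min at room temperature before Ub-Rho is added at 150nM final. Fluorescence rise is then followed for 6 reads every 60 seconds.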
Starred values were filed as active, the others as inactive; ? = inconclusive; nt = no result given; [ ] = remark or other dose. Unless noted, calls follow the shape of the dose curve; as a rule, active = well fitted inhibition curve with a large enough effect; inconclusive = small, poorly fitted or top-dose-only effect; inactive = no such curve, though single readings can be large or run the other way. Not all compounds are listed; rates above refer to the full screens.

No.	canonical_smiles	TrxR1 inh	mIDH1 inhibitor	Pin1 inh	D2 agonist	TrxR1 substrate
1	Cc1ccc(-n2ncc(C(=O)NC3CCN(Cc4ccccc4)CC3)c2C2CCN(C(=O)OC(C)(C)C)CC2)cc1C	15%	11%	7%	nt	-5%
2	CC(C)(C)c1ccc(CSc2nc3c(c(=O)[nH]2)CCCC3)cc1	7%	nt	-2%	-1.6	-2%
3	c1ccc(CC(Nc2ccccn2)c2ccccc2)cc1 (stereo not given)	4%[57.1 µM]	-7%	-3%	-3.6	7%[57.1 µM]
4	Cc1c(NC(=O)c2cc(=O)c3cc(Cl)ccc3o2)c(=O)n(-c2ccccc2)n1C	10%	2%	0%	-0.4	0%
5	CCOC(=O)CN(C(=O)COc1nc(-c2ccccc2)cc(C)c1C#N)c1ccccc1	59%[activator]	10%	2%	0.5	53%[activator]
6	CC(=O)N(CCS(=O)(=O)c1ccc(Cl)cc1)Cc1cccs1	13%	-13%	3%	-0.7	-7%
7	CCOC(=O)C1=C(c2ccccc2)NC(=O)NC1c1cc(OC)c(OC)cc1OC (stereo not given)	7%	0%	5%	nt	-1%
8	CCN1CCN(c2ccc(S(=O)(=O)N3CCOCC3)cc2NC(=O)CCSC)CC1	7%	-14%	8%	-1.0	-3%
9	Cn1nc(C(=O)NNC(=O)c2ccc(Cl)c(S(N)(=O)=O)c2)c2ccccc2c1=O	9%	5%	2%	0.6	4%
10	Cc1ccc(Nc2c3c(nc4ncnn24)CC(C)CC3)cc1 (stereo not given)	-5%[57.1 µM]	6%	-2%	-1.2	-2%[57.1 µM]
11	CCN1CCc2nc3ccccc3c(C(=O)Nc3ccc(C#N)cc3)c2C1	-2%	-14%	-6%	0.0	-7%
12	N#Cc1c(N2CCCCC2)nc(N2CCCCC2)c2c1CCN(Cc1ccccc1)C2	24%[57.1 µM]	11%	?	-0.2	19%[57.1 µM]
13	COC(=O)c1ccc(NC(=O)CCn2c(=O)oc3ccccc32)cc1	17%	4%	?	1.5	3%
14	OC(COCc1cccs1)CN1CCCCCC1 (stereo not given)	?	3%	0%	-0.6	12%[57.1 µM]
15	CN(c1ccccc1)S(=O)(=O)c1cccc(NC(=O)Cn2cnc3ccccc3c2=O)c1	15%[57.1 µM]	9%	2%	0.2	-5%

No.	D2 antagonist	TRHR enhancer	TRHR ag	USP1 inh
1	nt	5	-0.3	-5%
2	nt	-1	-0.6	-20%
3	24	1	1.6	-3%
4	nt	9	-0.4	-22%
5	7	-19	0.7	-4%
6	-3	-5	-0.1	-17%
7	nt	3	-0.6	-8%
8	1	-7	3.4	-9%
9	-38	4	-0.1	-15%
10	7	2	-0.4	-12%
11	-9	-4	1.2	-8%
12	29	-3	0.8	?
13	-8	-5	0.7	-18%
14	-3	-3	-0.7	2%
15	-3	2	-0.1	-13%

No.	canonical_smiles	TrxR1 inh	mIDH1 inhibitor	Pin1 inh	D2 agonist	TrxR1 substrate
16	CCN(C(=O)COC(=O)/C=C/c1cccc([N+](=O)[O-])c1)c1c(N)n(Cc2ccccc2)c(=O)[nH]c1=O	11%	3%	8%	-0.7	-6%
17	Cc1cc(C)c(SCCc2ccncc2)c(C)c1	25%	1%	-3%	0.9	-2%
18	COc1ccc(C)cc1N(C(=O)c1ccccc1)c1nc2ccccc2s1	-7%	3%	42%[activator]	-1.1	-5%
19	Cc1c(Cl)cccc1-n1c(CCC(=O)O)ccc1-c1cccs1	?	-12%	-3%	-0.5	-3%
20	CCOn1c(=O)c(=O)n(OC)c2ccccc21	6%	12%	-5%	-0.2	-1%
21	CSc1nnc(C(C)(C)C)c(=O)n1/N=C/c1ccccc1O	2%	-2%	2%	0.3	-8%
22	Cc1nn(CC(=O)N2CCN(c3ccccc3F)CC2)c(=O)c2cccn12	59%[activator]	nt	50%[activator]	0.4	33%[activator]
23	Cc1cccc2c(=O)c(-c3ccc(Cl)cc3)c(NC(=O)c3ccco3)oc12	2%	14%	2%	0.4	-6%
24	CCCNC(=O)c1ccc(N2CCC3(CC2)CC(c2cccc(Br)c2)=NO3)c([N+](=O)[O-])c1	11%	11%	-2%	0.2	-1%
25	Cc1ccc(S(=O)(=O)Cc2nc(-c3ccc(C(=O)NCc4ccccc4)cc3)oc2C)cc1	1%[57.1 µM]	-9%	1%	0.0	-6%[57.1 µM]
26	CCN(CC(=O)NCC(=O)Nc1cccc(C)c1C)Cc1ccccc1	-11%	0%	0%	nt	-9%
27	CCOc1ccc(-c2cc3c(=O)n(Cc4nc(-c5ccc(OC(C)C)cc5)oc4C)ccn3n2)cc1Cl	-20%	10%	2%	-0.1	-15%
28	CN1C(N)=NC(=O)/C1=C/c1ccccc1F	1%[57.1 µM]	4%	1%	2.2	-4%
29	CC(C)c1ccc(/C=C2\C(=O)N(CCN3CCOCC3)C(=S)N2C)cc1	-18%[57.1 µM]	-3%	?	0.2	-8%[57.1 µM]
30	COc1ccc(S(=O)(=O)N2CCC(C(=O)NCc3cccnc3)CC2)cc1OC	6%	-7%	-4%	-3.1	-4%

No.	D2 antagonist	TRHR enhancer	TRHR ag	USP1 inh
16	-21	16	-1.1	-15%
17	16	-2	0.5	-10%
18	4	-5	-1.1	-24%
19	nt	-5	0.4	-5%
20	-8	4	0.2	-9%
21	1	4	0.1	-6%
22	nt	1	1.0	12%
23	0	-6	-0.4	-26%
24	-2	9	0.3	-16%
25	nt	-5	0.2	-8%
26	nt	0	-0.3	-13%
27	nt	-4	-1.2	-7%
28	-13	0	0.2	?
29	-5	0	0.0	-14%
30	11	-1	-1.1	-17%

A draw from above in order of number of heavy atoms, highest first.
No.	canonical_smiles	TrxR1 inh	mIDH1 inhibitor	Pin1 inh	D2 agonist	TrxR1 substrate
16	CCN(C(=O)COC(=O)/C=C/c1cccc([N+](=O)[O-])c1)c1c(N)n(Cc2ccccc2)c(=O)[nH]c1=O	11%	3%	8%	-0.7	-6%
18	COc1ccc(C)cc1N(C(=O)c1ccccc1)c1nc2ccccc2s1	-7%	3%	42%[activator]	-1.1	-5%
29	CC(C)c1ccc(/C=C2\C(=O)N(CCN3CCOCC3)C(=S)N2C)cc1	-18%[57.1 µM]	-3%	?	0.2	-8%[57.1 µM]
17	Cc1cc(C)c(SCCc2ccncc2)c(C)c1	25%	1%	-3%	0.9	-2%

No.	D2 antagonist	TRHR enhancer	TRHR ag	USP1 inh
16	-21	16	-1.1	-15%
18	4	-5	-1.1	-24%
29	-5	0	0.0	-14%
17	16	-2	0.5	-10%

The list goes on.
No.	canonical_smiles	TrxR1 inh	mIDH1 inhibitor	Pin1 inh	D2 agonist	TrxR1 substrate
31	CCOc1ccc(NC(=O)CN(C)C(=O)c2cccnc2Sc2ccc(C)c(C)c2)cc1OCC	-20%	8%	3%	-0.9	-14%
32	O=c1cc(-c2ccc(F)cc2)nc(SCc2nc(-c3ccccc3Cl)no2)[nH]1	25%[57.1 µM]	9%	-2%	-4.6	8%[57.1 µM]
33	Cc1ccc(N2CC(C(=O)NC3CC3)CC2=O)cc1Cl (stereo not given)	19%[0.457 µM]	0%	-5%	-0.7	1%[0.457 µM]
34	CCn1cnc2cc(NC(=O)c3cccs3)ccc21	39%[activator]	2%	5%	nt	7%
35	Cc1nc(NS(=O)(=O)c2ccccc2)sc1C(C)(C)C	4%	7%	-1%	-2.9	-5%
36	COc1ccc(CC(=O)N(C)CC(=O)Nc2ccccc2Cl)cc1S(=O)(=O)N1CCOCC1	6%	6%	4%	-1.0	3%
37	O=S(=O)(c1ccc(F)cc1)c1nc(-c2ccccc2F)oc1N1CCCCC1	?	0%	17%	0.9	-2%
38	CCc1ccccc1NC(=O)c1cc(S(=O)(=O)N2CCCC2)cn1C	7%	-9%	3%	-1.4	-4%
39	COc1ccc(-c2cn3c(C)c(C(=O)N4CCN(c5ccccc5F)CC4)sc3n2)cc1	3%[57.1 µM]	-7%	51%[activator]	0.3	-1%[57.1 µM]
40	Cc1cc(C(=O)N/N=C\c2ccc(COc3ccc([N+](=O)[O-])cc3)o2)ccc1[N+](=O)[O-]	?	0%	0%	0.4	-19%
41	O=C(COC(=O)c1ccc(CNS(=O)(=O)c2ccc(F)c(Cl)c2)cc1)NC1CCCCCCC1	-5%	9%	-1%	-0.1	-4%
42	CC(C)(C)C(=O)Nc1ccc(C(=O)OC2CCCCC2)cc1	24%	1%	5%	0.1	5%[57.1 µM]
43	COc1ccc(C(=O)CN2CCN(CCN3C(=O)c4cccc5cccc(c45)C3=O)CC2)cc1	-28%	-3%	-1%	nt	5%
44	O=C(COC(=O)c1ccc(F)c(S(=O)(=O)N2CCOCC2)c1)Nc1ccc2[nH]c(=O)[nH]c2c1	17%	10%	11%	0.1	5%
45	ClC(Cl)(Cl)c1nc2ccccc2n2nncc12	31%	-6%	-8%	0.2	-1%
46	Oc1ccc(N2CCN(c3ccnc4cc(Cl)ccc34)CC2)cc1	12%	-1%	-6%	1.4	-5%
47	CC[C@@H](CC1CCCCC1)C(=O)N(Cc1ccccc1)c1ccccc1	4%[57.1 µM]	4%	?	nt	6%[57.1 µM]

No.	D2 antagonist	TRHR enhancer	TRHR ag	USP1 inh
31	-9	11	-0.3	1%
32	nt	-3	-1.4	-15%
33	-7	-11	-1.0	2%
34	nt	-11	0.0	-8%
35	-7	8	-0.5	-6%
36	-44	-3	-0.3	-22%
37	-13	-1	0.6	-8%
38	nt	-2	-0.1	-21%
39	-3	-1	0.1	-22%
40	9	16	0.0	-7%
41	6	7	0.6	-14%
42	-4	1	0.7	-1%
43	nt	nt	nt	-29%
44	-32	-11	0.5	?
45	9	-16	0.0	-22%
46	-3	-3	-0.3	-18%
47	nt	nt	nt	?
